CF NFkB block = blocks PAF-induced NF-kB reporter in cystic fibrosis cells; KKLEB NF-kB-GFP reporter, GFP fluorescence overnight; inhibition, % at 5 µM; hit rate 0.86% among 360,000; AID 588850;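 active = at least 50% inhibition at 5 µM, scaled per plate between neutral and stimulator controls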;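 also: PAF is a Pseudomonas aeruginosa culture filtrate used as stimulus; plate controls were PAF-stimulated DMSO wells for no effect and unstimulated DMSO wells for full effect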
SRC2 inh = human SRC2 (NCOA2) inhibition | HEK293 GAL4-SRC2 luciferase reporter, luminescence | hit rate 0.17% among 370,000 | inhibition, % at 9 µM | AID 651957;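 active = inhibition above the mean inhibition of all tested compounds plus 3 SD, set per campaign, cut at about 52% in these data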;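 also: 0% = DMSO treated cells and 100% = cells given Gossypol at 36 µM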
EBV LMP1 NFkB = inhibitors of Epstein-Barr LMP1-induced NF-kappaB reporter | inhibition, % at 12.5 µM | AID 504558 | LMP1-induced NF-kappaB luciferase reporter cells, luminescence | hit rate 0.69% among 350,000; in the data active = inhibition above about 41%;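 also: 0% = neutral control wells and 100% = reference inhibitor control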
COUP-TFII inh = blocks human COUP-TFII nuclear receptor; HEK293T NGFI-A luciferase reporter, luminescence; hit rate 0.7% among 370,000; inhibition, % at 8.6 µM; P24468;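 active = inhibition above a per-plate cutoff, mean inhibition of test wells between control levels plus 3 SD, cut at about 38% in these data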;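 also: cells cotransfected with COUP-TFII expression vector driving the NGFI-A reporter; 0% = median of COUP-TF2 test wells and 100% = reporter-only cells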
Target sequence (P24468 whole entry, looked up): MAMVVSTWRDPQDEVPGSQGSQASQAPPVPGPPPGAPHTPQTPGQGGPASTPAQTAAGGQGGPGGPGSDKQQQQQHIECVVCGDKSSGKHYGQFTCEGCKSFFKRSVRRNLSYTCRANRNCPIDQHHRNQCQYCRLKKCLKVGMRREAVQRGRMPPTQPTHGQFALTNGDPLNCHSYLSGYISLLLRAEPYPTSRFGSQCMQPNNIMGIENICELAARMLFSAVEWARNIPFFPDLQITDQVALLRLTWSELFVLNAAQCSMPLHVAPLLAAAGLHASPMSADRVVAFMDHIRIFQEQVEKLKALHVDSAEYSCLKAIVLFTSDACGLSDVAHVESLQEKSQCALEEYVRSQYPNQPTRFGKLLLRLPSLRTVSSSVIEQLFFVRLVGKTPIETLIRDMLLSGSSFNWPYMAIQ
LRH-1 inv ag = suppresses constitutive activity of human LRH-1 | inhibition, % at 3.6 µM | hit rate 0.13% among 360,000 | HEK293T StAR-luciferase reporter, LRH-1 transfected, 24 h | AID 602396;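 active = inhibition above the mean inhibition of all tested compounds plus 3 SD, cut at about 73% in these data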;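 also: 0% = DMSO wells and 100% = reporter-only cells lacking LRH-1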
Target sequence (O00482 whole entry, looked up): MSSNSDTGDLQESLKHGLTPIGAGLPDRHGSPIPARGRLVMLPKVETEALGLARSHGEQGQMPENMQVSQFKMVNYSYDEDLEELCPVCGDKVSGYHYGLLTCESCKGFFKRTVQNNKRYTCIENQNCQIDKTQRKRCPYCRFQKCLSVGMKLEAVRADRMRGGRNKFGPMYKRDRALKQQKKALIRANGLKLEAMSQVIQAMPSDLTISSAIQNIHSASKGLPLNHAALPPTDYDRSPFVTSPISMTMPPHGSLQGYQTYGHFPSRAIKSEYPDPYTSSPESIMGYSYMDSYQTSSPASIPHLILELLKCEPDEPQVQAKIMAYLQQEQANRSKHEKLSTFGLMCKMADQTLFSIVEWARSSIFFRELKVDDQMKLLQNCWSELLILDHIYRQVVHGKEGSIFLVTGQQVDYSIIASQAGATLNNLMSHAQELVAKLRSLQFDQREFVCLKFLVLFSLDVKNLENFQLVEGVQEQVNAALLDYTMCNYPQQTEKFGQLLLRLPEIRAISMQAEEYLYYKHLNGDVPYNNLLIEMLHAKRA
TROY signal inh = blocks TROY-dependent signaling in reporter cells; AID 1347056; hit rate 0.98% among 360,000; Q293 LMP1-TROYcd NF-kB luciferase reporter, 4 h; inhibition, % at 10 µM;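 active = compounds whose plate-normalised and pattern-corrected inhibition of the luciferase reporter signal at the single screening dose is 50% or more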
KKLEB cytotox = CF airway cell cytotoxicity counter-screen. KKLEB CF airway cells viability, ATPlite luminescence, overnight; hits give low values; cells stimulated with P. aeruginosa culture filtrate. activity change (cytotoxicity), % at 5 µM. hit rate 0.36% among 360,000. AID 602141;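 active = corrected activity change at or below -50% at 5 µM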
TWEAK Fn14 block = TWEAK-Fn14 signaling inhibition. TWEAK-stimulated Fn14 reporter cells, luciferase luminescence, 8 h. inhibition, % at 10 µM. hit rate 2% among 360,000; in the data active = inhibition above about 50%
TRAIL sens C8 = caspase-8 TRAIL sensitization; hit rate 1% among 360,000; NB7+C8 cells + TRAIL, ATPlite viability luminescence; AID 624354; inhibition (viability loss, TRAIL sensitization), % at 10 µM;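 active = compounds causing at least 50% loss of cell viability in the single-dose screen, relative to plate controls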
SRC1 inh = inhibits human SRC1 coactivator; Q15788; inhibition, % at 3.6 µM; hit rate 0.12% among 360,000; HEK293 GAL4-SRC1 luciferase reporter, luminescence; AID 588354;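 active = inhibition above the campaign mean plus 3 SD, with each screening campaign given its own cutoff, cut at about 60% in these data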;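 also: 0% = DMSO treated cells and 100% = gossypol at 36 µM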
NCOA3 inh = inhibits human SRC3 coactivator; Q9Y6Q9; HEK293 GAL4-SRC3 luciferase reporter, luminescence; inhibition, % at 3.6 µM; hit rate 0.17% among 360,000;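 active = inhibition above a per-campaign cutoff, the mean of all compounds plus 3 SD, cut at about 60% in these data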;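 also: 0% = DMSO-treated cells and 100% = gossypol-treated cells at 36 µM; higher means less SRC3-driven luciferase light from the GAL4 reporter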
* marks the source's active call; other numbers are inactive results; . = no result given.

canonical_smiles	CF NFkB block	SRC2 inh	EBV LMP1 NFkB	COUP-TFII inh	LRH-1 inv ag	TROY signal inh	KKLEB cytotox	TWEAK Fn14 block	TRAIL sens C8	SRC1 inh	NCOA3 inh
OCC[C@@H]1C[C@H](O)[C@@H](O)[C@]2(CCCCO2)O1	-12	-19	-3	7	7	-19	13	7	9	8	6
CCC(CC)C(=O)Nc1cccc(C(=O)N2CCOCC2)c1	13	0	-8	19	-13	-2	-9	3	-8	6	10
O=C1CCC(C(=O)N2CCC(O)(c3ccccc3)CC2)CN1CCc1ccccc1 (stereo not drawn)	30	8	9	5	-2	11	-14	0	-28	1	4
CCC(C)[C@H](NC(=O)N1CC(=O)Nc2ccccc21)C(=O)N[C@@H](C(=O)O)c1ccccc1 (stereo partly drawn)	-2	4	6	18	-27	12	-2	17	15	-7	-31
COc1ccc(N2CC(C(=O)N[C@@H](C)C(=O)NCc3ccccc3OC)CC2=O)cc1 (stereo partly drawn)	10	14	2	-12	2	-21	-14	15	-9	-8	-7
CN(C)CCCNC(=O)CC(c1ccccc1)c1ccccc1O (stereo not drawn)	4	-9	4	2	-7	12	-5	-7	3	-34	3
Cc1occc(=O)c1OC(=O)Nc1ccccc1	4	-26	-28	-13	-37	-35	-10	-13	-10	-49	-20
CCOC(=O)c1cnc2cc(F)c(F)cc2c1N1CCN(C)CC1	-3	-14	-1	3	-5	-18	1	-6	17	21	-1

Whole records from above.
`COc1ccc(N2CC(C(=O)N[C@@H](C)C(=O)NCc3ccccc3OC)CC2=O)cc1` (stereo partly drawn) across the screens: CF NFkB block: 10; SRC2 inh: 14; EBV LMP1 NFkB: 2; COUP-TFII inh: -12; LRH-1 inv ag: 2; TROY signal inh: -21; KKLEB cytotox: -14; TWEAK Fn14 block: 15; TRAIL sens C8: -9; SRC1 inh: -8; NCOA3 inh: -7
`OCC[C@@H]1C[C@H](O)[C@@H](O)[C@]2(CCCCO2)O1` across the screens: CF NFkB block: -12; SRC2 inh: -19; EBV LMP1 NFkB: -3; COUP-TFII inh: 7; LRH-1 inv ag: 7; TROY signal inh: -19; KKLEB cytotox: 13; TWEAK Fn14 block: 7; TRAIL sens C8: 9; SRC1 inh: 8; NCOA3 inh: 6

Additional entries.
canonical_smiles	CF NFkB block	SRC2 inh	EBV LMP1 NFkB	COUP-TFII inh	LRH-1 inv ag	TROY signal inh	KKLEB cytotox	TWEAK Fn14 block	TRAIL sens C8	SRC1 inh	NCOA3 inh
CCCN(CCO)Cc1ccc(F)c(Br)c1	6	12	4	-1	11	-2	11	-8	6	4	8
O=C1CCCN1C(=O)COc1ccccc1[N+](=O)[O-]	9	26	4	22	22	16	-3	5	12	5	-9
Cc1cc(C)c(OCC(=O)OC(C)C(=O)NCc2ccccc2)c(C)c1 (stereo not drawn)	-12	9	2	8	14	8	-12	0	8	-7	13
O=[N+]([O-])c1cc(S(=O)(=O)N2CCCC2)ccc1N/N=C/c1cccnc1	6	15	0	-40	4	3	-23	4	-2	4	3
O=C(Nc1ccncc1)C1CCN(S(=O)(=O)c2c(Cl)cccc2Cl)CC1	-2	3	-8	4	-9	3	12	6	15	-1	13
O=S(=O)(c1ccc(SCc2ccccc2)nc1)N1CCCCCC1	-8	-14	-14	1	-3	-28	-9	-10	1	-24	-2
CCOC(=O)c1c(C2CC2)csc1NC(=O)COC(=O)c1ccc[n+]([O-])c1	-15	-2	1	-4	-8	-1	6	-9	4	3	17
CN(C(=O)COC(=O)c1ccc(Br)o1)c1c(N)n(Cc2ccccc2)c(=O)[nH]c1=O	18	-10	7	11	7	3	2	2	-7	-2	-5

Further entries follow:
canonical_smiles	CF NFkB block	SRC2 inh	EBV LMP1 NFkB	COUP-TFII inh	LRH-1 inv ag	TROY signal inh	KKLEB cytotox	TWEAK Fn14 block	TRAIL sens C8	SRC1 inh	NCOA3 inh
Cc1cccc(NCc2ccc(N(C)C)cc2)n1	-3	-61	-10	-28	-22	-39	-6	-11	1	-111	-92
C/C(=N/OC(=O)c1ccccc1)c1oc(C)nc1C	2	18	3	-3	0	-26	-4	6	-1	0	14
Cc1nnc(NC(=O)C2CCCO2)s1 (stereo not drawn)	-3	-12	8	0	5	-9	6	-12	-6	2	21
COc1ccc(-c2csc3ncnc(N4CCN(c5cccc(Cl)c5)CC4)c23)cc1	39	.	31	.	0	27	-16	29	33	-20	21
COc1cc(CCC(=O)OCC(=O)Nc2ccc(F)c(F)c2)cc(OC)c1OC	-15	-13	-3	-9	-8	-7	10	-16	8	-9	-3
Cc1cc(C)c(COCc2cc(/C=N/O)c(C)cc2C)cc1/C=N/O	-28	27	-5	16	-15	30	18	10	3	-15	2
O=C(NCc1ccncc1)[C@@H]1CCCN1C(=O)[C@H]1CCCN1	.	-25	.	-19	-10	-7	.	-4	-1	.	.
CN(C)c1ccc(/C=C(\C#N)c2ccccn2)cc1	-6	23	60*	24	-105	74*	-91*	94*	94*	-37	-8

Next section.
canonical_smiles	CF NFkB block	SRC2 inh	EBV LMP1 NFkB	COUP-TFII inh	LRH-1 inv ag	TROY signal inh	KKLEB cytotox	TWEAK Fn14 block	TRAIL sens C8	SRC1 inh	NCOA3 inh
CCC(CC)C(=O)N1CCN(Cc2nc3ccccc3c(=O)[nH]2)CC1	-12	17	-5	-11	2	-1	3	1	-1	2	3
Cc1ccc(S(=O)(=O)Nc2nc(C)cc(NN)n2)cc1	-3	-18	5	19	-9	-4	2	30	-27	-3	-1
COc1cccc(Nc2nc3ccc(OC)cc3s2)c1	-4	-58	-44	-66	-161	-59	-10	-17	16	-86	-97
Cc1nc([N+](=O)[O-])cn1C(C)C	9	-12	8	-4	-13	-16	-3	-3	3	-24	27
O=C(CSc1nc(-c2ccccc2)cc(C(F)(F)F)n1)NCc1cccs1	16	-1	-14	-2	.	-1	-5	3	12	.	.
Cc1ccc2sc(-c3ccc(NC(=O)c4cc(-n5cnnc5)ccc4Cl)cc3)nc2c1	-13	-45	2	-37	-88	-27	29	40	31	-50	-65
CC(C)c1nnc(NC(=O)C2CCCN2C(=O)Nc2ccc(F)cc2)s1 (stereo not drawn)	5	-11	-7	2	-15	26	-3	16	-4	10	-14
Cc1ccc(C(=O)NCCCc2ccccc2)s1	4	-23	-26	-49	-92	-80	-1	-24	3	-73	-49

(continued)
canonical_smiles	CF NFkB block	SRC2 inh	EBV LMP1 NFkB	COUP-TFII inh	LRH-1 inv ag	TROY signal inh	KKLEB cytotox	TWEAK Fn14 block	TRAIL sens C8	SRC1 inh	NCOA3 inh
O=C(Nc1ccc(F)cc1)C(c1ccccc1)N1CCN(CC(=O)N2CCOCC2)CC1 (stereo not drawn)	17	-16	3	21	-4	-15	-2	-12	-4	3	-1
Nc1c(Br)c(=O)[nH]c(=O)n1-c1ccccc1	-10	-13	-2	20	-9	-14	-3	-8	-6	9	7
O=C(CN(C(=O)c1csnn1)c1ccc(Br)cc1)NC1CCCCC1	2	11	-1	14	1	-7	-2	5	-3	-8	0
Cc1ccc(-c2nc3ccc(C)cn3c2Cc2ccsc2)cc1	-24	-73	.	-38	-100	-22	27	24	4	-75	-50
CCC1CCc2sc(C(=O)NNC(=O)c3ccncc3)cc2C1 (stereo not drawn)	0	6	2	-14	-1	-25	0	-9	-19	2	16
Cc1cc(C)nc(NCC(O)CNc2ccccc2Cl)n1 (stereo not drawn)	7	10	9	15	-7	7	-2	16	-11	-10	22
CC(C)C[C@H]1CNC(=S)N1C[C@H]1CCCN1C[C@H](Cc1ccc(O)cc1)N1C[C@H](Cc2ccccc2)N(CCc2ccccc2)C1=S	16	-4	.	17	4	13	-22	21	4	10	12
O=C(COC(=O)c1ccc2c(c1)C(=O)N(c1cccc3ncccc13)C2=O)c1ccc(Cl)cc1	-7	-24	-1	12	10	31	4	-35	8	-4	12

Other structures.
canonical_smiles	CF NFkB block	SRC2 inh	EBV LMP1 NFkB	COUP-TFII inh	LRH-1 inv ag	TROY signal inh	KKLEB cytotox	TWEAK Fn14 block	TRAIL sens C8	SRC1 inh	NCOA3 inh
COc1cccc(NC2CC(=O)N(CCc3ccccc3)C2=O)c1 (stereo not drawn)	-2	-5	-2	-5	-5	6	12	-1	-31	-2	7
C=CCn1c(=N)n(CC(=O)OCC)c2ccccc21	11	-1	7	-2	-13	15	4	10	-13	10	12
Cc1ccc(NC(=O)COC(=O)CC2SC(N3CCCC3)=NC2=O)cc1 (stereo not drawn)	3	-9	-4	-16	4	0	4	-11	-5	-11	6
CC(=O)C[C@H](O)CC(=O)[C@H]1OC(=O)CC/C=C\Cc2ccccc21	8	7	2	-5	4	2	-4	-3	-12	9	19
O=C(CNC(=O)c1ccco1)Nc1ccc(F)c(Cl)c1	4	-23	4	6	-2	-5	2	23	-10	-40	-1
O=C(Nc1c2c(nn1-c1ccccc1)CS(=O)(=O)C2)c1cc2ccccc2o1	-6	-22	3	-10	13	-3	12	-5	-6	-16	25
CCN(C(=O)COC(=O)c1ccc(=O)n(Cc2ccccc2)n1)C1CCS(=O)(=O)C1 (stereo not drawn)	14	-11	-2	6	8	-1	-5	2	-10	-4	-2
CCCOC(=O)Nc1cc(OC)ccc1[N+](=O)[O-]	-10	-20	-20	-10	-25	-20	-5	2	-3	-21	-7

Later entries:
canonical_smiles	CF NFkB block	SRC2 inh	EBV LMP1 NFkB	COUP-TFII inh	LRH-1 inv ag	TROY signal inh	KKLEB cytotox	TWEAK Fn14 block	TRAIL sens C8	SRC1 inh	NCOA3 inh
COc1cc(OC)cc(C(=O)NCC(=O)N2CCN(Cc3ccccc3)CC2)c1	5	-1	1	2	-9	10	-18	-8	-8	1	17
Cc1cccc(C)c1NC(=O)CNC(=O)c1ccccc1	-2	-12	0	-12	7	-2	11	8	-30	-11	14
CC(C)OP(=O)(c1ccc(N(C)C)cc1)C(O)c1ccc(Br)cc1 (stereo not drawn)	9	-13	-9	-4	17	-15	-2	-16	-5	11	3
CSc1ccc(NC(=O)C2(C)CCN2C(=O)c2cc(C)n(C)n2)cc1 (stereo not drawn)	19	-3	.	1	-1	17	-6	-4	-4	-4	3
CC(Sc1nc(C2CC2)n(-c2ccccc2)n1)C(=O)c1c(N)n(C)c(=O)n(C)c1=O (stereo not drawn)	16	7	8	5	5	9	-13	17	-11	-6	-7
COc1ccccc1N1CCN(C(=O)c2ccc(COc3cccc4c3OC(C)(C)C4)cc2)CC1	11	-4	5	34	-9	28	0	31	13	8	-62
NNC(=O)c1ccc(COCC(F)(F)F)cc1	6	-23	4	-29	14	-26	6	-8	5	2	4
Cc1ccc(SCC(=O)NCc2ccccc2)cc1	9	-6	-13	-7	7	-45	7	-19	11	3	4

Screens as filed in PubChem.
